mABHD4 FP: ABHD4 inhibitors, primary screen, biochemical, fluorescence polarization, mouse | (Lyso)-N-acylphosphatidylethanolamine lipase (Mus musculus), Q8VD66 | purified mABHD4, FP-Rh probe fluorescence polarization | inhibition, % at 8.92 µM | 370,000 compounds, 0.54% hits | AID 720543, 2013;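 active means inhibition exceeding the mean over every tested compound plus 3 SD, cut at about 30% in these data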;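 further: 0% = plate median of compound wells and 100% = S159A mutant with DMSO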
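Test system: mABHD4 protein | Buffer or medium: HEPES pH 7.0 buffer, 150 mM NaCl, 0.01% Pluronic F-127 | Probe or stimulus: FP-Rh fluorescent activity-based probe, added after compound pre-incubation | Timing: Pre-incubation 45 min, probe exposure 60 min, at 25 °C | Technique: Fluorescence polarization, excitation 525 nm, emission 598 nm, BODIPY TMR filters | Repeats: Single well per compound (singlicate)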
HTRA1 inh: HTRA1 serine protease inhibitors, primary screen, biochemical, fluorescence polarization, HTS; 340,000 compounds, 0.5% hits; Q92743; recombinant HTRA1, FP-rhodamine activity-based probe; inhibition, % at 5.96 µM; AID 504803, 2011; in the data active means inhibition above about 36%;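 further: 0% = enzyme with DMSO and 100% = wells lacking enzyme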
SMARCA2 activ: SMARCA2 (BRM) function activators, primary screen, cell-based, luminescence, high throughput | activation, % at 9.1 µM | MG213 cells, MMTV-luciferase reporter, dexamethasone, overnight | 370,000 compounds, 1% hits | AID 652017, 2013; in the data active means activation above about 7.8%;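 further: 0% = vehicle wells and 100% = reference activator wells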
GC-A act: GC-A stimulated cGMP production enhancers – HEK293 GC-A cells, cGMP TR-FRET, EC30 ANP, primary screen | AID 1671463, 2021 | 370,000 compounds, 0.14% hits | 0% at EC30 ANP, 100% saturating ANP | activation, % at 10 µM | Atrial natriuretic peptide receptor 1 (Homo sapiens), P16066; in the data active means activation above about 40%
rCAG binder: binders of r(CAG) RNA repeats, primary screen, biochemical, fluorescence | r(CAG) RNA repeat, TO-PRO-1 dye displacement fluorescence | inhibition, % at 3 µM | 370,000 compounds, 1.3% hits | AID 651821, 2012;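 active means inhibition above the plate cutoff, the mean of all test compounds on that plate plus 3 SD, cut at about 35% in these data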;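 further: 0% = DMSO alone and 100% = 100 µM mitoxantrone as full dye displacement; higher means more dye released from RNA so lower well fluorescence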
Rev-erbA mod: modulators of Rev-erb alpha DNA binding, primary screen, biochemical, FITC-DNA, fluorescence polarization, uHTS. Nuclear receptor subfamily 1 group D member 1 (Homo sapiens), P20393. activity, % at 10 µM. 370,000 compounds, 0.79% hits. Rev-erbα–FITC-DNA binding, 90 min;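 active means activity above about 14%, limit read from the data; passing the limit was not always enough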;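 further: 0% = DMSO wells with 35 nM protein and 100% = DMSO wells with 750 nM protein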
Target sequence (P20393 whole entry, looked up): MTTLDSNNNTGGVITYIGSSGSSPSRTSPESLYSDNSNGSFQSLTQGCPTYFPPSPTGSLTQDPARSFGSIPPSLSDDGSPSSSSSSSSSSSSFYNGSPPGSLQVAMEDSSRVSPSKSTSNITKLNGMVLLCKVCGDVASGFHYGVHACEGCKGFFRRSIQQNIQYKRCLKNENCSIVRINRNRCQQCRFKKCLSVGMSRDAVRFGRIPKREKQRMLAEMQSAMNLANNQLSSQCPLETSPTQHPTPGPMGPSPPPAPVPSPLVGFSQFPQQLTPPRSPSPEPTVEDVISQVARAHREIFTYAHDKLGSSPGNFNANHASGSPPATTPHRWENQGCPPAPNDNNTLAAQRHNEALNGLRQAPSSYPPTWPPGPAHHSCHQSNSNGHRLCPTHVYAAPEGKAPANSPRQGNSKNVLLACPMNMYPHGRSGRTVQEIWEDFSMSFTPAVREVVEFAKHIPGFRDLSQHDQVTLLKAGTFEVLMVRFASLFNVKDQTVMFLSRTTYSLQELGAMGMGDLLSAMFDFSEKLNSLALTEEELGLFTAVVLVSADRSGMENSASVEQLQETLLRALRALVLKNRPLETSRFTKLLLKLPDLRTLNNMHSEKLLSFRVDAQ
ASAP1 GAP inh: inhibitors of human ASAP1 ArfGAP activity, primary screen, biochemical, fluorescence polarization; Arf-GAP with SH3 domain, ANK repeat and PH domain-containing protein 1 (Homo sapiens), …; ASAP1-stimulated ARF1 GTP hydrolysis, GDP FP detection; inhibition, % at 16.5 µM; 360,000 compounds, 0.19% hits; in the data active means inhibition above about 25%;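 further: 0% = vehicle with enzyme and substrate and 100% = no enzyme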
Target sequence (Q9ULH1 325-724 limits assumed): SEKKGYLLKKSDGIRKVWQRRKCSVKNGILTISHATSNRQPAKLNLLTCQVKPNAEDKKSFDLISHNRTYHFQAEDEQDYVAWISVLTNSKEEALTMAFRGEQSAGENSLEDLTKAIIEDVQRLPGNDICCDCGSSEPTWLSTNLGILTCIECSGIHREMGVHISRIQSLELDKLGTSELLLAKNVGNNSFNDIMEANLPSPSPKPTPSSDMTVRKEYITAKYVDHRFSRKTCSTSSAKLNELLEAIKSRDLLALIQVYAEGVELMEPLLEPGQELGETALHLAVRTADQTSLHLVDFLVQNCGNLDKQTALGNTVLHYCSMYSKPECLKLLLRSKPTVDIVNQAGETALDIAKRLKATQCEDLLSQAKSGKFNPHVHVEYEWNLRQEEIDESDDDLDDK
ARFGAP1 inh: inhibitors of rat ARFGAP1 GAP activity, primary screen, biochemical, fluorescence polarization, GDP tracer; inhibition, % at 16.5 µM; Arfgap1-stimulated ARF1 GTP hydrolysis, GDP FP detection; ADP-ribosylation factor GTPase-activating protein 1 (Rattus norvegicus), Q62848; 360,000 compounds, 0.26% hits;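 active means inhibition above a per-plate limit, mean inhibition of low control wells plus 3 SD, cut at about 25% in these data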;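 further: 0% = DMSO wells with enzyme and 100% = wells lacking Arfgap1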
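Material: rat Arfgap1 GAP domain (His6, aa 1-136), purified enzyme. Also added: human ARF1(Δ1-17)-GTP substrate. Compound dosing: 16.5 µM single point, 1.26% DMSO. Timing: enzyme reaction 120 min at 25 °C after 20 min preincubation. Signal: GDP detection by fluorescence polarization. Read-out basis: percent inhibition of GAP-stimulated GDP formation, scaled between DMSO and no-Arfgap1 medians.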
PG9 Ab binder: binders of HIV-1 gp120 antibody PG9, primary screen, biochemical, TR-FRET. HIV-1 gp120 / PG9 antibody interaction. TR-FRET gp120-PG9 antibody binding. inhibition, % at 6.7 µM. 360,000 compounds, 0.43% hits. AID 624416, 2012; in the data active means inhibition above about 8.5%
NPR2 activator: human GC-B receptor activators, primary screen, HEK293 GC-B cells, cGMP TR-FRET, EC30 CNP. Atrial natriuretic peptide receptor 2 (Homo sapiens), P20594. 0% at EC30 CNP, 100% saturating CNP. activation, % at 10 µM. 370,000 compounds, 0.11% hits. AID 1920062, 2024;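 active means activation at 10 µM reaching about 35% in either raw or pattern-adjusted values, limit read from the data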
Starred values were filed as active, the others as inactive.

`CCS(=O)(=O)c1nc2ccccc2n1Cc1ccccc1Cl` gave mABHD4 FP 3, HTRA1 inh -15, SMARCA2 activ -4, GC-A act 1, rCAG binder 0, Rev-erbA mod 4, ASAP1 GAP inh -7, ARFGAP1 inh 13, PG9 Ab binder -1.3 and NPR2 activator 3.
For Cc1cc(C)c(S(=O)(=O)c2ccc(C(C)(C)C)cc2)c(Cl)n1 the results were mABHD4 FP -3, HTRA1 inh -20, SMARCA2 activ -3, GC-A act -6, rCAG binder -8, Rev-erbA mod 2, ASAP1 GAP inh 7, ARFGAP1 inh -2, PG9 Ab binder -0.1 and NPR2 activator 4.
For COc1ccc(OC)c(CN2CCN(C(=O)c3ccc(F)cc3)CC2)c1 the results were mABHD4 FP 9, HTRA1 inh -3, SMARCA2 activ -2, GC-A act -3, rCAG binder -8, Rev-erbA mod -2, ASAP1 GAP inh 15, ARFGAP1 inh -13, PG9 Ab binder 0.6 and NPR2 activator -1.
O=C(COc1cc(Cl)c(Cl)cc1Cl)Nc1ccc([N+](=O)[O-])cc1Cl was read as mABHD4 FP 1, HTRA1 inh 9, SMARCA2 activ 1, GC-A act 3, rCAG binder 1, Rev-erbA mod 0, ASAP1 GAP inh 2, ARFGAP1 inh 3, PG9 Ab binder -2.2 and NPR2 activator 3.
Screening NS(=O)(=O)c1ccc(CCNC(=O)COC(=O)/C=C/c2ccc(OC(F)F)cc2)cc1 returned mABHD4 FP 7, HTRA1 inh -1, SMARCA2 activ -2, GC-A act -3, rCAG binder 3, Rev-erbA mod -4, ASAP1 GAP inh -4, ARFGAP1 inh 2, PG9 Ab binder 0.8 and NPR2 activator -4.
`Cc1nc(-c2coc3c(CN(C)C)c(O)ccc3c2=O)cs1` gave mABHD4 FP 1, HTRA1 inh 4, SMARCA2 activ 5, GC-A act 5, rCAG binder 0, Rev-erbA mod 3, ASAP1 GAP inh -1, ARFGAP1 inh 3, PG9 Ab binder -0.5 and NPR2 activator 2.
`CCc1nc2ccc(C(=O)NC3CCN(Cc4ccccc4)CC3)cn2c1N(CC)CCOC` gave mABHD4 FP 5, SMARCA2 activ -4, GC-A act 2, rCAG binder -3, Rev-erbA mod 0, ASAP1 GAP inh 14, ARFGAP1 inh -9, PG9 Ab binder 0.0 and NPR2 activator 1.
For Cc1cccc(C)c1OCc1cc(C(=O)N2CC3C[C@@H]4CC2C[C@H](C3)C4)no1 the results were mABHD4 FP 3, HTRA1 inh -23, SMARCA2 activ 4, GC-A act -3, rCAG binder -3, Rev-erbA mod -2, ASAP1 GAP inh -8, ARFGAP1 inh 1, PG9 Ab binder -2.8 and NPR2 activator 0.
Screening CNC(=S)NCc1ccc(OC)cc1 returned mABHD4 FP 7, HTRA1 inh -3, SMARCA2 activ 0, GC-A act -1, rCAG binder 1, Rev-erbA mod -3, ASAP1 GAP inh 1, ARFGAP1 inh 7, PG9 Ab binder -2.4 and NPR2 activator 2.
`COc1ccc2c(c1)c1nc3ccccc3nc1n2CCCN1C(=O)c2ccccc2C1=O` gave mABHD4 FP 4, HTRA1 inh 2, SMARCA2 activ 0, GC-A act 2, rCAG binder 0, Rev-erbA mod -4, ASAP1 GAP inh -4, ARFGAP1 inh -15, PG9 Ab binder -4.7 and NPR2 activator -1.
COc1cc(C2NC(=O)NC(C)=C2[N+](=O)[O-])cc(OC)c1OC (stereo unspecified) was read as mABHD4 FP -6, HTRA1 inh 11, SMARCA2 activ -4, GC-A act -3, rCAG binder -2, Rev-erbA mod 1, ASAP1 GAP inh -3, ARFGAP1 inh 13, PG9 Ab binder -0.2 and NPR2 activator -2.
Screening COc1ccc(C(=O)NC2CC(C)(C)Cc3occc32)cc1 (stereo unspecified) returned mABHD4 FP 2, HTRA1 inh -1, SMARCA2 activ -2, GC-A act -2, rCAG binder -3, Rev-erbA mod -2, ASAP1 GAP inh -2, ARFGAP1 inh 13, PG9 Ab binder -2.6 and NPR2 activator 1.
CC(Cl)C(=O)NN=C(c1ccccc1)c1ccccc1 (stereo unspecified) was read as mABHD4 FP -1, HTRA1 inh 5, SMARCA2 activ -1, GC-A act 0, rCAG binder -4, Rev-erbA mod 7, ASAP1 GAP inh -2, ARFGAP1 inh 0, PG9 Ab binder 0.3 and NPR2 activator 5.
`O=C1c2ccccc2C(=O)C1c1ccc(O)cc1` gave mABHD4 FP 0, HTRA1 inh 3, SMARCA2 activ 5, GC-A act -32, rCAG binder 4, Rev-erbA mod -2, ASAP1 GAP inh 10, ARFGAP1 inh 11, PG9 Ab binder 1.3 and NPR2 activator -16.
For Cc1cc(C)cc(NC(=O)C2CCCCN2S(=O)(=O)c2ccccc2)c1 (stereo unspecified) the results were mABHD4 FP -3, HTRA1 inh -9, SMARCA2 activ -2, GC-A act -2, rCAG binder 2, Rev-erbA mod -2, ASAP1 GAP inh 16, ARFGAP1 inh 7, PG9 Ab binder 1.0 and NPR2 activator -3.
For O=C(O)COC(=O)C1C(c2ccccc2)C(C(=O)O)C1c1ccccc1 (stereo unspecified) the results were mABHD4 FP 1, HTRA1 inh 2, SMARCA2 activ 0, GC-A act 5, rCAG binder 0, Rev-erbA mod -3, ASAP1 GAP inh 5, ARFGAP1 inh -4, PG9 Ab binder -0.3 and NPR2 activator 1.
`CCOC(=O)c1cccc(NC(=S)NCc2ccc(C)cc2)c1` gave mABHD4 FP -11, HTRA1 inh -18, SMARCA2 activ 8.0*, GC-A act 4, rCAG binder -1, Rev-erbA mod 0, ASAP1 GAP inh -7, ARFGAP1 inh 1, PG9 Ab binder -1.9 and NPR2 activator -5.
Screening CCCCCCC12Cc3cc(OC)c(OC)cc3C(O1)c1c(cc(C)oc1=O)O2 (stereo unspecified) returned mABHD4 FP 17, SMARCA2 activ -6, GC-A act 1, rCAG binder 13, Rev-erbA mod 2, ASAP1 GAP inh 3, ARFGAP1 inh -7, PG9 Ab binder -0.4 and NPR2 activator 5.
Screening Cc1ccccc1OCC(=O)NCc1ccccc1 returned mABHD4 FP 10, HTRA1 inh 1, SMARCA2 activ 0, GC-A act 1, rCAG binder -6, Rev-erbA mod -1, ASAP1 GAP inh -1, ARFGAP1 inh 3, PG9 Ab binder -0.5 and NPR2 activator 1.
`COc1ccc(S(=O)(=O)N(C)CC(=O)NCc2cccnc2)cc1C` gave mABHD4 FP -1, HTRA1 inh 0, SMARCA2 activ -1, GC-A act -2, rCAG binder -1, Rev-erbA mod 3, ASAP1 GAP inh 4, ARFGAP1 inh -10, PG9 Ab binder 0.6 and NPR2 activator 5.
For COc1cccc(NC(=O)CN(C)C(=O)c2ccc(-c3ccc(Cl)cc3)o2)c1 the results were mABHD4 FP -9, HTRA1 inh -30, SMARCA2 activ -2, GC-A act -5, rCAG binder 3, Rev-erbA mod 3, ASAP1 GAP inh 9, ARFGAP1 inh -12, PG9 Ab binder -0.5 and NPR2 activator -7.
`N#C/C(=N\Nc1cccc(Cl)c1)C(=O)c1ccccc1` gave mABHD4 FP 14, HTRA1 inh -9, SMARCA2 activ -6, GC-A act 6, rCAG binder 73*, Rev-erbA mod 1, ASAP1 GAP inh 12, ARFGAP1 inh -23, PG9 Ab binder -1.9 and NPR2 activator 0.
`O=C(Cc1ccccc1)NC(Nc1ccccc1)C(Cl)(Cl)Cl` (stereo unspecified) gave mABHD4 FP -1, HTRA1 inh -5, SMARCA2 activ 0, GC-A act -6, rCAG binder -1, Rev-erbA mod -4, ASAP1 GAP inh -2, ARFGAP1 inh 9, PG9 Ab binder -0.7 and NPR2 activator -3.
For C=C(c1cn(C(C)=O)c2ccccc12)c1cn(C(C)=O)c2ccccc12 the results were mABHD4 FP -2, HTRA1 inh -1, SMARCA2 activ -4, GC-A act -12, rCAG binder 8, Rev-erbA mod -2, ASAP1 GAP inh -9, ARFGAP1 inh -8, PG9 Ab binder -0.8 and NPR2 activator -3.
Screening CCCCNc1cc(NC(C)=O)cc2cc(OC)c(OC)cc12 returned mABHD4 FP -3, HTRA1 inh -1, SMARCA2 activ 0, GC-A act -9, rCAG binder -3, Rev-erbA mod 3, ASAP1 GAP inh 8, ARFGAP1 inh 2, PG9 Ab binder -22 and NPR2 activator -5.
Screening Cn1c(SCC(=O)c2ccc3c(c2)OCCO3)nnc1C1CC1 returned mABHD4 FP -1, HTRA1 inh 10, SMARCA2 activ 0, GC-A act 2, rCAG binder 1, Rev-erbA mod -1, ASAP1 GAP inh 11, ARFGAP1 inh -2, PG9 Ab binder 0.6 and NPR2 activator 0.
CCCn1c(=O)c(C(=O)NNS(=O)(=O)c2ccc(Cl)cc2)c(O)c2ccccc21 was read as mABHD4 FP -6, HTRA1 inh -18, SMARCA2 activ -1, GC-A act -6, rCAG binder 30, Rev-erbA mod -3, ASAP1 GAP inh -14, ARFGAP1 inh -18, PG9 Ab binder 1.1 and NPR2 activator 2.
O=C(CSc1ncccc1C(=O)O)NC1CCCCCCC1 was read as mABHD4 FP -2, HTRA1 inh 7, SMARCA2 activ -3, GC-A act 3, rCAG binder -2, Rev-erbA mod -2, ASAP1 GAP inh -13, ARFGAP1 inh -24, PG9 Ab binder 2.6 and NPR2 activator 1.
`CSc1nc(-c2ccco2)cc(C(F)(F)F)c1C#N` gave mABHD4 FP -2, HTRA1 inh 1, SMARCA2 activ 3, rCAG binder 5, ASAP1 GAP inh -4, ARFGAP1 inh 12 and PG9 Ab binder -1.7.
O=C(CSc1ccc2c(c1)OCCO2)Nc1ncccc1O was read as mABHD4 FP 2, HTRA1 inh 8, SMARCA2 activ -1, GC-A act -3, rCAG binder 0, Rev-erbA mod -2, ASAP1 GAP inh -5, ARFGAP1 inh -12, PG9 Ab binder -1.1 and NPR2 activator -1.
CCCc1cc(=O)[nH]c2nnc(SCC(=O)Nc3cccc(NC(C)=O)c3)n12 was read as mABHD4 FP -1, HTRA1 inh 8, SMARCA2 activ -2, GC-A act 1, rCAG binder 2, Rev-erbA mod 6, ASAP1 GAP inh -6, ARFGAP1 inh 6, PG9 Ab binder -0.1 and NPR2 activator 1.

This is a random part of the collection (roughly 4.4% active in at least one column).
